High-throughput results deposited in PubChem by several laboratories.
ROCK2 blocker: inhibitors of human ROCK2 kinase, primary screen, biochemical, high-throughput, luminescence; 0.35% of 60,000 active; purified ROCK2, Kinase-Glo ATP depletion luminescence; AID 604, 2007; Rho-associated protein kinase 2 (Homo sapiens), O75116; inhibition, % at 6 µM;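 active = inhibition above the screen-wide mean inhibition plus 3 SD, cut at about 18% in these data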;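 also: plate controls were DMSO wells for no effect and Y-27632 control wells after no-enzyme background subtraction for full effect; many of its hits are not listed in these tables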
Cdc25B block: inhibitors of Cdc25B phosphatase catalytic domain, primary screen, biochemical, OMFP fluorescence. inhibition, %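 (compounds tested at 10 µM final in the well)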. recombinant Cdc25B, OMFP fluorescence Ex485/Em525. 0.1% of 65,000 active. AID 368, 2006. M-phase inducer phosphatase 2 (Homo sapiens), P30305; in the data active = inhibition above about 50%
JNK3 blocker: JNK3 kinase activity inhibitors, primary screen, biochemical, human, purified enzyme; Mitogen-activated protein kinase 10 (Homo sapiens), P53779; HTS; inhibition, % at 8 µM; 0.61% of 60,000 active; in the data active = inhibition above about 17%;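 also: 0% = DMSO and 100% = reference inhibitor; many of its hits are not listed in these tables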
TNAP act mid DEA: human TNAP enzyme activators, primary screen, biochemical, luminescent, intermediate phosphate acceptor level; Alkaline phosphatase, tissue-nonspecific isozyme (Homo sapiens), P05186; purified TNAP, CDP-star luminescence, 100 mM DEA, 30 min; stronger effect = higher value; scale: 0 levamisole-inhibited, 1 vehicle-only enzyme; activation factor at 20 µM; 64,000 tested, under 10 active;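 active = activation factor of at least 2 at 20 µM, relative to controls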
Target sequence (P05186 whole entry, looked up): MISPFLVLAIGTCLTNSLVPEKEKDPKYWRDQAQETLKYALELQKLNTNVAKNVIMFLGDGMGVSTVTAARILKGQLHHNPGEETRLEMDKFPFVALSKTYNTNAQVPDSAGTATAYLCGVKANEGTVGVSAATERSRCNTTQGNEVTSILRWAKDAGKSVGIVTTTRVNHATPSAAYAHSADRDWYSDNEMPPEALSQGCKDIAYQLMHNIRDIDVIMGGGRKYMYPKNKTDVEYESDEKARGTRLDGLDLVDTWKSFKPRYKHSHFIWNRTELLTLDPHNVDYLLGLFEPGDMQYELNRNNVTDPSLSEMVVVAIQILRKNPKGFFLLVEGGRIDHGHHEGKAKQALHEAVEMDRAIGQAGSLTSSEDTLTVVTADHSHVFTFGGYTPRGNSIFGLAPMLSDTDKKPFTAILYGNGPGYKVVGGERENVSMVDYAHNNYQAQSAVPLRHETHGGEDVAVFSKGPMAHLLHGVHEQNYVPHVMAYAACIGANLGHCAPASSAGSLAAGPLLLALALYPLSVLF
MMP-13 inhibitor: human MMP13 inhibitors, primary screen, biochemical, FRET peptide cleavage; 0.07% of 65,000 active; MMP-13 fTHP FRET cleavage, Mca fluorescence; inhibition, % at 4 µM; Collagenase 3 (Homo sapiens), P45452;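 active = inhibition above the mean of compound-free control plate wells plus 3 SD, cut at about 14% in these data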;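 also: 0% = DMSO wells and 100% = wells with reference MMP-13 inhibitor after basal subtraction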
HEK293 NFkB inh: inhibitors of PMA/ionomycin-induced NF-kB reporter, primary screen, antigen receptor NF-kB inhibitor project, cell-based, HEK-293 luciferase reporter, luminescence; AID 465, 2006; 0.21% of 62,000 active; HEK-293 NF-kB luciferase reporter; inhibition, % at 3 µM;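 active = inhibition above the mean of all tested compounds plus 3 SD, cut at about 40% in these data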;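 also: 0% = stimulated DMSO wells and 100% = 10 µM reference inhibitor 5653914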
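Timing: 1 h pretreatment, 16 h stimulation, 37 °C; system: HEK-293 cells with stable firefly luciferase reporter driven by four HIV NF-kB elements; doses: 3 µM once, 0.30% DMSO; measured by: luciferase luminescence; control set: DMSO and 10 µM reference inhibitor; repeats: single test; reagent: PMA plus ionomycin mix as NF-kB-activating stimulus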
Jurkat tox 60K: cytotoxicity toward Jurkat T cells, primary screen, cytotoxicity control, cell-based, Jurkat E6.1, 60K MLSMR library; AID 463, 2006; 1.2% of 56,000 active; inhibition, % at 4 µM; Jurkat E6.1 viability, ATP luminescence, 48 h;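 active = inhibition above the mean inhibition of all tested compounds plus 3 SD, cut at about 28% in these data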
DUSP1 inh: MKP-1 phosphatase inhibitors, primary screen, biochemical, in vitro. recombinant MKP-1, OMFP hydrolysis fluorescence. inhibition, %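 (compounds tested at a single concentration somewhere between 10 and 100 µM)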. 0.15% of 65,000 active. AID 374, 2006;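 active = inhibition above about 50%, limit read from the data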;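 also: 0% = DMSO max control wells and 100% = wells with enzyme stopped by NaOH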
Target sequence (P28562 whole entry, looked up): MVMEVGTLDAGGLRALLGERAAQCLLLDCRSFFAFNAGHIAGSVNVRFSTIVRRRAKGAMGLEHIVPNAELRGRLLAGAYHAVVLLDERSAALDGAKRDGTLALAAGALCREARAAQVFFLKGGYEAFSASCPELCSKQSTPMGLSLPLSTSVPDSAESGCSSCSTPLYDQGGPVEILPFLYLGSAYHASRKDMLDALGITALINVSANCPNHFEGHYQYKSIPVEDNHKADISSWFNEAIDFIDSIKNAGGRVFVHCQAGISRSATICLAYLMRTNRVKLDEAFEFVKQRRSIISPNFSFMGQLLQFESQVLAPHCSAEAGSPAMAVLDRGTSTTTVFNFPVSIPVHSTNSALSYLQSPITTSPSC
PKA kinase inh: inhibitors of human PKA kinase activity, primary screen, biochemical, ATP-depletion luminescence, Kemptide substrate; 0.1% of 65,000 active; AID 524, 2006; cAMP-dependent protein kinase catalytic subunit alpha (Homo sapiens), P17612; PKA Kemptide phosphorylation, Kinase-Glo ATP luminescence; inhibition, % at 6 µM;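 active = inhibition above the screen-wide mean inhibition plus 3 SD, cut at about 21% in these data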; also: many of its hits are not listed in these tables
Starred values were filed as active, the others as inactive; i = inactive; nt = no result given; [ ] = remark or other dose.

SMILES	ROCK2 blocker	Cdc25B block	JNK3 blocker	TNAP act mid DEA	MMP-13 inhibitor	HEK293 NFkB inh	Jurkat tox 60K	DUSP1 inh	PKA kinase inh
CC(=O)c1cc2c(cc1NC(=O)Nc1cccc(Cl)c1)OCCO2	4	-6	2	0.9	-25	15	-2	6	10
c1ccc2sc(N3CCN(Cc4nnnn4CC4CCCO4)CC3)nc2c1 (configuration not stated)	-1	-10	0	0.9	-1	9	12	-2	3
CC(C)(C)c1cc(CN2CCCC(O)C2)c(O)c(C(C)(C)C)c1 (configuration not stated)	6	-3	4	1	4	10	0	35	6
O=C(c1ccccc1)N(Cc1cccs1)C1CCS(=O)(=O)C1 (configuration not stated)	-2	1	-10	0.9	-1	19	8	6	-5
CC(C)COC(=O)N(C)c1ccc(C(O)(C(F)(F)F)C(F)(F)F)cc1	5	-10	7	0.9	-7	4	-2	5	9
COCCNc1nc(SCC(=O)N2CCN(c3ccccc3)CC2)nc2ccccc12	nt	-5	nt	0.8	1	10	nt	14	6
Cc1cn([C@H]2C[C@H](N=[N+]=[N-])[C@@H](CO)O2)c(=O)[nH]c1=O	5	23	5	0.9	1	nt	nt	-12	7
Cc1noc(C)c1COC(=O)c1cccc(S(=O)(=O)N2CCCCCC2)c1	2	-10	-9	0.9	-8	25	40*	-13	3
CCNc1nc(Oc2ccc(=O)[nH]n2)nc(SC)n1	6	-1	2	0.9	3	-1	-5	9	10
CCCSc1nc(C)c(CC(=O)O)c(=O)[nH]1	-1	-4	-1	1	0	nt	nt	-22	1
Cc1onc(-c2ccccc2)c1C(=O)N1CCN(S(=O)(=O)c2ccc3c(c2)OCCO3)CC1	10	5	-1	0.9	3	16	-10	0	5
Cn1cc(SCC(=O)NCC2CCCO2)c2ccccc21 (configuration not stated)	3	-37	4	0.9	-3	13	-7	3	4
Clc1ccc(-n2nnnc2-c2ccccc2)cc1	15	-14	-6	0.9	0	12	0	-1	11
O=C(O)c1cc(-c2ccco2)nc2ccc(Br)cc12	0	9	11	0.9	0	3	6	19	0
COc1ccc(OC)c(C(=O)c2oc3ccccc3c2NC(C)=O)c1	-2	-7	-11	0.9	-3	6	4	3	4
CCc1cc(=O)oc2cc(C)c(CN3CCCC3)c(O)c12	-10	0	5	0.9	3	nt	nt	-10	5
C=CCn1c(CCNC(=O)C(C)(C)C)nc2ccccc21	nt	-16	nt	1	0	14	nt	6	0
CN(C)CCN1CC(C(=O)O)CC1=O (configuration not stated)	-1	-10	6	1	-2	13	0	1	6
CC(=O)c1ccc(N2CCCCCC2)c(F)c1	5	-3	7	0.9	3	9	-2	4	9
CCn1cc(C(=O)O)c(=O)c2cc(F)c(N3CCNCC3)cc21	5	-12	-2	0.9	-58[fluorescence artefact?]	nt	nt	-21	1
CN(CC(=O)N1CCCC1)S(=O)(=O)c1cc(Cl)ccc1Cl	-2	3	-5	1	-4	17	1	2	-4
CN(C)S(=O)(=O)c1cc(C(=O)NCC2CCCO2)c(Cl)cc1Cl (configuration not stated)	-1	-8	1	1	-2	-1	-6	4	2
CC1(C)OC(=O)C(=CNc2cccc(O)c2)C(=O)O1	7	-12	6	1	-4	15	1	-17	4
O=C(CCS(=O)(=O)c1ccc(Br)cc1)N1CCN(Cc2ccccc2)CC1	-3	-11	-5	0.8	1	13	6	-2	-2
COc1ccccc1C1CC(c2ccc(Cl)cc2)Nc2ncnn21 (configuration not stated)	9	-7	1	0.9	5	6	2	17	8
O=C1c2ccccc2C(=O)N1CCCc1nc(-c2ccccn2)no1	7	-6	6	0.9	0	5	0	-5	2
CCCS(=O)(=O)N1CCCC(C(=O)NCCc2ccc(Cl)cc2)C1 (configuration not stated)	5	10	-4	1	-7	4	0	-6	5
CC(NC(=O)c1ccccc1NC(=O)c1ccco1)c1ccccc1 (configuration not stated)	-2	-10	11	0.9	0	4	4	-1	-4
OC1(c2cccnc2)CCN(Cc2nnnn2C2CCCCC2)CC1	5	-14	-9	0.9	0	10	-8	7	9
O=C(NCc1ccccn1)c1ccc(COc2ccc(Cl)cc2)o1	6	-10	0	0.9	-4	10	0	11	5
CCn1c(SCC(=O)Nc2nccs2)nnc1-c1ccc(C)cc1	3	-1	2	1	-1	7	6	-2	0
CC(C)OC(=O)CSc1nnc(-c2ccccn2)n1C	3	-1	2	0.9	-4	3	-6	-21	5
O=C(CCCc1ccccc1)NCCCN1CCOCC1	-1	-5	-8	0.9	0	5	-8	6	-8
Cc1cc2c(ccc3[nH]onc32)n1	18*	-5	-4	0.8	-1	2	-7	-16	29*
Cc1cccc(NC(=O)CSc2nnc(-c3ccc(S(=O)(=O)N4CCOCC4)cc3)n2C)c1	5	19	-3	0.9	1	4	-4	-10	11
NC(=O)c1nsc(C(=O)N(CC(=O)NCc2ccc3c(c2)OCO3)C2CCCC2)c1N	0	3	-9	0.9	-2	15	1	11	5
COc1ccc2cc(CN(CC3COCCO3)S(=O)(=O)c3ccc(Cl)cc3)c(=O)[nH]c2c1 (configuration not stated)	4	-19	-1	1	0	3	0	-5	6
Cc1cc(C)c2c(n1)nn1c(NCCCN(C)C)cc(C)nc21	6	0	-3	1.2	i[fluorescence artefact?]	8	-5	20	7
COc1cc(NC(=O)COc2ccc(F)cc2)nc(OC)n1	-8	1	2	1	3	13	10	-4	-9
Nc1n[nH]c(-c2ccc(Br)cc2)c1Cl	4	6	8	0.4	1	19	6	-6	5

Reprinted from the entries so far for reference:
SMILES	ROCK2 blocker	Cdc25B block	JNK3 blocker	TNAP act mid DEA	MMP-13 inhibitor	HEK293 NFkB inh	Jurkat tox 60K	DUSP1 inh	PKA kinase inh
COc1cc(NC(=O)COc2ccc(F)cc2)nc(OC)n1	-8	1	2	1	3	13	10	-4	-9
Nc1n[nH]c(-c2ccc(Br)cc2)c1Cl	4	6	8	0.4	1	19	6	-6	5

The list goes on:
SMILES	ROCK2 blocker	Cdc25B block	JNK3 blocker	TNAP act mid DEA	MMP-13 inhibitor	HEK293 NFkB inh	Jurkat tox 60K	DUSP1 inh	PKA kinase inh
COCC(C)n1c(SCC(=O)NC(=O)Nc2ccc3c(c2)OCCO3)nc2ccccc2c1=O (configuration not stated)	-10	-17	-9	1	5	13	10	32	-1
CCOc1nc(Oc2cccc(C(=O)O)c2)nc(Oc2cccc(C(=O)O)c2)n1	5	7	2	0.9	-7	nt	nt	-24	5
COc1ccc(C(=O)N2CCC(C(=O)NCc3ccccn3)CC2)cc1	4	-3	9	1	-3	12	-8	6	0
O=C1N/C(=C\c2ccccc2)c2ccccc21	9	-6	6	0.9	-6	19	81*	-3	8
CC(CN1c2ccccc2Sc2ccccc21)N(C)C (configuration not stated)	1	-12	-11	0.9	9	nt	nt	-14	-3
Cc1occc1C(=O)Nc1ccc(S(=O)(=O)N2CCCC2)cc1	5	-3	2	0.9	0	6	-4	2	10
Cc1cc(Nc2cc(F)ccc2C)n2ncnc2n1	-1	3	-1	1	5	2	5	0	-5
CCOC(=O)C1(CC)CC(CSc2nc3ccccc3[nH]2)OC1=O (configuration not stated)	6	-15	2	0.9	-2	3	-2	-5	11
CCn1c(Cc2c(C)[nH]c3ccccc23)n[nH]c1=S	4	-2	-1	0.9	-2	14	0	-5	-3
CC(=O)c1cc(-c2ccc(F)cc2)n(CCC(=O)Nc2cc(C)[nH]n2)c1C	6	13	7	1	4	-4	-9	-10	2
CCC(=O)N(Cc1cc2cc(OC)ccc2[nH]c1=O)c1cc(C)ccc1C	1	5	-1	0.9	-31	1	-1	-1	9
Cc1cc(=O)oc2cc3c(cc12)OCCN3	5	-2	-1	1	i[fluorescence artefact?]	9	-3	6	-5
COn1c(=O)c(-c2ccc(Cl)cc2)[n+]([O-])c2ccccc21	5	-13	0	0.9	-3	13	1	-6	0
COc1cccc(-c2nc(N3CCC(C)CC3)c3ccccc3n2)c1O	3	-17	2	1	2	nt	nt	-27	5
O=C(c1ccccc1)N1CCN(CC2CC=CCC2)CC1 (configuration not stated)	0	-19	1	0.9	-1	11	-2	-3	5
O=C(c1cc2ccccc2cc1OCC(O)CN1CCCCC1)N1CCCCC1 (configuration not stated)	0	-11	2	0.9	0	30	6	6	-10
O=C(Nc1nccs1)C1CCN(S(=O)(=O)c2cccnc2)CC1	4	-7	8	0.9	5	8	-8	-7	2
COc1cc(NC(=O)Cn2c(-c3cncs3)nc3ccccc32)cc(OC)c1OC	nt	5	nt	1	-3	16	nt	25	6
Brc1c(OCCOCCn2cncn2)ccc2ccccc12	5	-9	1	0.9	3	1	3	-1	2
COc1cc(/C=N\n2nnnc2N)ccc1OCc1ccc(F)cc1	18*	-1	1	0.9	-11	8	-3	7	4
Cc1ccc(OCC(=O)N(Cc2ccc(N(C)C)cc2)C2CCS(=O)(=O)C2)cc1 (configuration not stated)	-4	2	-7	0.9	2	3	-2	-2	-10
COc1ccccc1N(CN1CCCC1=O)C(=O)c1ccccc1F	6	-7	2	1	0	17	-6	7	10
Cc1ccc(C)c(-n2c(SCC(=O)Nc3nonc3C)nnc2-c2ccoc2C)c1	0	5	-1	0.9	4	-6	2	-3	1
Cc1c(C(=O)NCc2cccnc2)oc2ccc(S(=O)(=O)N3CCCCCC3)cc12	nt	-9	nt	0.9	7	24	nt	18	5
OC1CC(c2ccco2)NC2(CCCCC2)C1 (configuration not stated)	nt	-11	nt	1	1	8	nt	-1	9
N#Cc1ccc(NC(=O)COC(=O)C2=COCCO2)cc1	4	23	-6	0.9	2	-6	-2	5	6
CN1CCN(CC(=O)N(C)c2nc(-c3ccccc3)cs2)CC1	5	-28	2	0.9	2	-23	1	-17	10
CSc1nnc(Cn2c(=O)sc3ccccc32)n1-c1cccc(Cl)c1	3	-5	-6	1	0	18	-6	21	6
Cc1cc(NC(=O)CSc2nc(C3CC3)nc3sc4c(c23)CCC(C)C4)no1 (configuration not stated)	3	-5	2	0.9	1	-11	-8	9	2
CC(C)(C)NC(=O)CSc1nnc(CN2CCCCCC2=O)n1-c1ccccn1	4	5	4	0.9	-9	5	-4	-5	6
Cc1ncc(CO)c2c1OC(C)(C)OC2	5	7	0	1	6	7	-8	22	9
CC(C)NC(=O)C1CCCN(S(C)(=O)=O)C1 (configuration not stated)	nt	-15	nt	1	10	12	nt	7	9
C=CCn1c(SCC(=O)Nc2ccc3c(c2)OCO3)nnc1-c1cc(Br)ccc1O	3	-15	-4	0.9	3	12	3	23	2
COc1ccc(CC(=O)Nc2cccc(C(=O)O)c2C)cc1	7	-18	5	0.9	2	3	-4	22	4

A few values from the list.
Entry for CC(C)(C)NC(=O)CSc1nnc(CN2CCCCCC2=O)n1-c1ccccn1 in Cdc25B block: 5
Entry for C=CCn1c(SCC(=O)Nc2ccc3c(c2)OCO3)nnc1-c1cc(Br)ccc1O in DUSP1 inh: 23
Entry for CC(C)NC(=O)C1CCCN(S(C)(=O)=O)C1 (configuration not stated) in TNAP act mid DEA: 1
Entry for COc1ccccc1N(CN1CCCC1=O)C(=O)c1ccccc1F in HEK293 NFkB inh: 17
Entry for COc1ccc(CC(=O)Nc2cccc(C(=O)O)c2C)cc1 in ROCK2 blocker: 7
Entry for N#Cc1ccc(NC(=O)COC(=O)C2=COCCO2)cc1 in PKA kinase inh: 6
